Source: PubChem
BioA inh: M. tuberculosis BioA enzyme inhibitors, primary screen, biochemical, plate reader, single point, HTS | inhibition, % at 9.99 µM | 360,000 tested, 0.096% active | purified M. tuberculosis BioA enzyme | AID 602481, 2012; in the data active = inhibition above about 40%
Active calls of the source: *. The list is partial. The share of hits here may be higher or lower than overall.

Structure | BioA inh
CN(C)C(=O)C[C@H]1CC[C@H]2[C@@H](COC[C@H](O)CN2CC2CC2)O1 | -1.3
C[C@@H]1CN([C@H](C)CO)S(=O)(=O)c2ccc(-c3ccncc3)cc2O[C@@H]1CN(C)Cc1cccnc1 | -0.8
C[C@H]1CCCCO[C@H](CN(C)C(=O)CCCN(C)C)[C@@H](C)CN([C@@H](C)CO)C(=O)c2cc(NC(=O)Nc3ccccc3)ccc2O1 | 0.4
C[C@@H]1CN([C@H](C)CO)C(=O)c2cc(NC(=O)Nc3cccc4ccccc34)ccc2O[C@@H](C)CCCCO[C@@H]1CN(C)Cc1ccccc1 | 2.0
C[C@H](CO)N1C[C@H](C)[C@H](CN(C)C(=O)NC2CCCCC2)Oc2ccc(NC(=O)C3CC3)cc2CC1=O | -2.5
C[C@H](CO)N1C[C@H](C)[C@@H](CN(C)C(=O)Nc2ccccc2)OCCCC[C@H](C)Oc2ccc(NC(=O)Nc3ccc(F)cc3)cc2C1=O | -2.0
CN1[C@@H]2Cn3c(ccc(-c4ccccc4)c3=O)[C@H]1[C@@H](C(=O)NCCCN1CCOCC1)[C@@H]2CO | -1.3
O=C(NCc1ccccc1)[C@H]1[C@H](CO)[C@H]2Cn3c(cccc3=O)[C@@H]1N2 | -1.3
C[C@H]1CN([C@@H](C)CO)C(=O)c2cccc(NC(=O)c3cnccn3)c2O[C@H]1CN(C)S(=O)(=O)c1cccs1 | 0.8
CNC[C@@H]1Oc2ccc(NC(=O)Cc3ccccc3)cc2CC(=O)N([C@H](C)CO)C[C@H]1C | -0.2
Cc1ccc(S(=O)(=O)Nc2ccc3c(c2)C(=O)N([C@@H](C)CO)C[C@@H](C)[C@@H](CN(C)S(=O)(=O)c2ccc(Cl)cc2)OCCCC[C@H](C)O3)cc1 | 0.0
C[C@@H]1CCCCO[C@H](CN(C)C(=O)Nc2ccc(F)cc2)[C@@H](C)CN([C@H](C)CO)C(=O)c2cc(NC(=O)Nc3ccc(F)cc3)ccc2O1 | -0.5
CNC(=O)C[C@H]1CC[C@H]2[C@@H](COc3ccc(NC(=O)Nc4ccccc4)cc3C(=O)N2C)O1 | 1.2
CC(=O)N(C)C[C@@H]1Oc2cc(C#CC(C)(C)O)ccc2S(=O)(=O)N([C@H](C)CO)C[C@H]1C | -1.2
CCCN(C)C[C@H]1Oc2cc(C#CCC3CCCC3)ccc2S(=O)(=O)N([C@@H](C)CO)C[C@H]1C | 4.2
C[C@@H]1CN([C@@H](C)CO)C(=O)c2cccc(NC(=O)NC3CCCCC3)c2O[C@@H]1CN(C)CC1CCCCC1 | 3.5
CC(=O)N(C)C[C@H]1Oc2ncc(/C=C/c3ccccc3)cc2C(=O)N([C@H](C)CO)C[C@H]1C | 2.6
COc1ccc(NC(=O)N(C)C[C@@H]2OCCCC[C@@H](C)Oc3ccc(NS(=O)(=O)c4c(C)noc4C)cc3C(=O)N([C@H](C)CO)C[C@H]2C)cc1 | -0.6
COCCNC(=O)C[C@@H]1C[C@H]2c3cc(NS(=O)(=O)c4ccccc4)ccc3O[C@H]2[C@@H](CO)O1 | -0.4
CC(C)NC(=O)N(C)C[C@@H]1Oc2ncc(C#CC3(O)CCCC3)cc2C(=O)N([C@@H](C)CO)C[C@@H]1C | -3.2
C[C@@H]1CCCCO[C@@H](CN(C)C(=O)C2CCCCC2)[C@@H](C)CN([C@H](C)CO)C(=O)c2cc(NS(C)(=O)=O)ccc2O1 | 0.8
COc1ccc(C#Cc2ccc3c(c2)O[C@H](CN(C)C(=O)CN2CCOCC2)[C@H](C)CN([C@@H](C)CO)S3(=O)=O)cc1 | -0.9
COc1ccccc1S(=O)(=O)N[C@H]1CC[C@@H](CCNC(=O)C2CCCCC2)O[C@@H]1CO | 0.6
N#C[C@@H]1[C@@H](c2ccc(C#CC3CC3)cc2)[C@H](CO)N1C(=O)Cc1ccccn1 | 1.6
Cc1ccc(S(=O)(=O)Nc2ccc3c(c2)CC(=O)N([C@@H](C)CO)C[C@@H](C)[C@@H](CN(C)C)O3)cc1 | -4.8

Three consecutive records out of the list so far:
Structure | BioA inh
CN(C)C(=O)C[C@H]1CC[C@H]2[C@@H](COC[C@H](O)CN2CC2CC2)O1 | -1.3
C[C@@H]1CN([C@H](C)CO)S(=O)(=O)c2ccc(-c3ccncc3)cc2O[C@@H]1CN(C)Cc1cccnc1 | -0.8
C[C@H]1CCCCO[C@H](CN(C)C(=O)CCCN(C)C)[C@@H](C)CN([C@@H](C)CO)C(=O)c2cc(NC(=O)Nc3ccccc3)ccc2O1 | 0.4

(list continues)
Structure | BioA inh
COC(=O)[C@@]1(Cc2ccccc2)N=C(c2ccc(OCCCO)cc2)O[C@H]1c1ccccc1CN=[N+]=[N-] | 0.0
C[C@@H]1CCCCO[C@H](CN(C)C(=O)Nc2ccc(C(F)(F)F)cc2)[C@H](C)CN([C@H](C)CO)C(=O)c2cc(NC(=O)Cc3ccccc3)ccc2O1 | -1.2
CN(C)CC(=O)N1[C@@H]2c3ccc(-c4ccccc4)c(=O)n3C[C@@H]2[C@@H](CO)[C@@H]1C(=O)NC1CCC1 | -0.7
C[C@@H](NC(=O)C[C@@H]1C[C@@H]2c3cc(NC(=O)CN(C)C)ccc3O[C@@H]2[C@@H](CO)O1)c1ccccc1 | -1.3
CN1c2ccc(Br)cc2[C@@H]2[C@@H](CCN2C(=O)CN2CCOCC2)[C@@H]1CO | 1.7
C[C@@H]1CN([C@H](C)CO)C(=O)c2cc(NC(=O)Cn3cnnn3)ccc2O[C@@H]1CN(C)C(=O)Nc1ccc(C(F)(F)F)cc1 | 2.8
OC[C@@H]1[C@H](c2ccc(-c3cccnc3)cc2)[C@H]2CN(CC3CCOCC3)CCCCN12 | -1.1
CCC(=O)Nc1ccc2c(c1)OC[C@@H](C)N(C(=O)c1cnccn1)C[C@H](C)[C@H](OC)CN(C)C2=O | -0.2
COc1ccc(S(=O)(=O)Nc2cccc3c2O[C@@H](CN(C)S(=O)(=O)c2cn(C)cn2)[C@@H](C)CN([C@@H](C)CO)C3=O)cc1 | 1.7
C[C@@H]1CN([C@H](C)CO)C(=O)c2cc(N(C)C)ccc2O[C@@H]1CN(C)S(=O)(=O)c1ccc(Cl)cc1 | 4.4
C[C@@H]1CN([C@H](C)CO)C(=O)c2cc(NS(=O)(=O)c3ccc(F)cc3)ccc2O[C@@H](C)CCCCO[C@H]1CN(C)Cc1ccc(C(F)(F)F)cc1 | -2.5
CO[C@@H]1CN(C)C(=O)c2cc(NC(=O)NC3CCCCC3)ccc2OC[C@H](C)NC[C@H]1C | 4.1
C[C@H](CO)N1C[C@H](C)[C@@H](CN(C)C)Oc2ccc(NS(=O)(=O)c3ccc(F)cc3)cc2CC1=O | 1.0
OC[C@H]1[C@@H]2c3ccccc3NC[C@@H]2N1Cc1ccccc1Cl | -4.2
O=C(Cc1ccccn1)NCC[C@@H]1CC[C@H](NS(=O)(=O)c2ccc(Cl)cc2)[C@H](CO)O1 | 1.7
CCCC#Cc1ccc([C@@H]2[C@H](CO)N3CCCCN(CC4CCOCC4)C[C@@H]23)cc1 | 3.5
C[C@@H]1CN([C@@H](C)CO)C(=O)c2cccc(NC(=O)c3ccc(-c4nccs4)cc3)c2O[C@@H]1CN(C)S(=O)(=O)c1cccs1 | -1.9
CC(C)NC(=O)N[C@H]1CC[C@H](CCNC(=O)C2CCCC2)O[C@@H]1CO | -3.6
COc1ccccc1NC(=O)N(C)C[C@@H]1Oc2ncc(C#CCN(C)C)cc2C(=O)N([C@@H](C)CO)C[C@H]1C | -4.6
O=C(C[C@@H]1C=C[C@@H](NS(=O)(=O)c2cccc(F)c2)[C@@H](CO)O1)NCc1ccc2c(c1)OCO2 | -1.0
O=C(c1ccc2c(c1)OCO2)N1CC[C@@H]2[C@H]1c1cc(C#Cc3ccccc3)ccc1N[C@@H]2CO | -0.1
C[C@H]1CN([C@@H](C)CO)C(=O)c2cc(NC(=O)NC3CCCCC3)ccc2O[C@H]1CN(C)S(=O)(=O)c1cn(C)cn1 | -0.2
C[C@@H]1CN([C@@H](C)CO)C(=O)c2cc(NS(=O)(=O)c3cn(C)cn3)ccc2O[C@@H](C)CCCCO[C@H]1CN(C)C(=O)CCCN(C)C | -1.5
O=C(C1CCCC1)N1[C@@H](CO)[C@@H]2c3ccccc3N(S(=O)(=O)c3ccc(F)cc3)C[C@@H]21 | 3.8
CO[C@H]1CN(C)C(=O)c2cc(NC(=O)Nc3cccc(F)c3)ccc2OC[C@@H](C)N(C)C[C@@H]1C | 4.5
C[C@@H]1CN([C@H](C)CO)S(=O)(=O)c2ccc(C#CCN(C)C)cc2O[C@@H]1CN(C)C(=O)CC1CC1 | 11
O=C(NCC(F)(F)F)[C@@H]1[C@@H](CO)[C@@H]2Cn3c(cccc3=O)[C@H]1N2C(=O)C1CCCC1 | -1.0
C[C@H]1CN([C@@H](C)CO)C(=O)c2cccc(NC(=O)Nc3ccc4c(c3)OCO4)c2O[C@@H]1CN(C)S(=O)(=O)c1ccccc1 | 1.1
C[C@H]1CN([C@@H](C)CO)C(=O)c2cc(NC(=O)c3ccncc3)ccc2O[C@@H]1CN(C)Cc1ccc(Cl)c(Cl)c1 | -0.5
CCCNC(=O)[C@H]1[C@H](CO)[C@H]2Cn3c(cccc3=O)[C@@H]1N2C(=O)NCCC | -0.5
Cc1ccc(S(=O)(=O)Nc2ccc3c(c2)C(=O)N([C@@H](C)CO)C[C@@H](C)[C@@H](CN(C)C(=O)C2CCCCC2)OCCCC[C@H](C)O3)cc1 | 1.1
O=C(C[C@H]1CC[C@@H]2[C@H](COC[C@H](O)CN2C(=O)c2ccc(F)cc2)O1)NCc1cccc(F)c1 | -2.3
O=C(C[C@H]1C[C@H]2c3cc(NC(=O)Cc4ccncc4)ccc3O[C@H]2[C@H](CO)O1)NCc1cccnc1 | 0.9
CN1C(=O)c2cc(NC(=O)Cc3cccs3)ccc2OC[C@H]2O[C@H](CC(=O)NCc3ccc(-c4ccccc4)cc3)CC[C@@H]21 | 2.5
O=C(C[C@@H]1CC[C@H]2NC[C@H](O)COC[C@@H]2O1)NCc1ccc(Oc2ccccc2)cc1 | -0.7
O=C(C[C@@H]1C=C[C@@H](NC(=O)CN2CCOCC2)[C@H](CO)O1)NC1CCCCC1 | 6.4
C[C@H](CO)N1C[C@H](C)[C@H](CN(C)Cc2ccc(F)cc2)Oc2ncc(C#Cc3cccnc3)cc2C1=O | -0.3
C[C@H](CO)N1C[C@H](C)[C@H](CN(C)Cc2ccc(C(=O)O)cc2)Oc2c(NS(=O)(=O)c3ccc(Cl)cc3)cccc2C1=O | -1.6
CC(=O)N(C)C[C@H]1Oc2ncc(C3=CCCC3)cc2C(=O)N([C@@H](C)CO)C[C@@H]1C | -1.9
COc1ccc(CN(C)C[C@@H]2Oc3ccc(NS(=O)(=O)c4ccc(OC)cc4)cc3C(=O)N([C@H](C)CO)C[C@H]2C)cc1 | 5.5
CC(C)NC(=O)N(C)C[C@@H]1Oc2ccc(NS(=O)(=O)c3cccs3)cc2C(=O)N([C@@H](C)CO)C[C@H]1C | -3.2
COc1ccc(NC(=O)Nc2ccc3c(c2)CC(=O)N([C@H](C)CO)C[C@@H](C)[C@H](CN(C)S(=O)(=O)c2ccc(F)cc2)O3)cc1 | 0.6
CO[C@@H]1CN(C)C(=O)c2cc(NC(=O)C3CC3)ccc2OC[C@H](C)N(C(=O)CN(C)C)C[C@H]1C | -1.9
O=C(C[C@@H]1C[C@@H]2c3cc(NS(=O)(=O)c4ccccc4)ccc3O[C@@H]2[C@@H](CO)O1)N1CCOCC1 | -0.2
CC(C)NC(=O)N(C)C[C@@H]1Oc2c(NC(=O)C3CC3)cccc2C(=O)N([C@@H](C)CO)C[C@H]1C | -2.8
Cc1noc(C)c1S(=O)(=O)N(C)C[C@H]1Oc2ccc(NC(=O)C3CCCCC3)cc2CC(=O)N([C@H](C)CO)C[C@H]1C | 2.7
Cc1ccccc1-c1ccc2c(c1)O[C@H](CN(C)Cc1ccncc1)[C@@H](C)CN([C@@H](C)CO)S2(=O)=O | 1.6
CNC[C@@H]1Oc2cc(C#C[C@H](C)O)ccc2S(=O)(=O)N([C@@H](C)CO)C[C@H]1C | 0.3
C[C@@H]1CN([C@@H](C)CO)C(=O)c2cc(C#CCC3CCCC3)cnc2O[C@@H]1CN(C)C(=O)c1cnccn1 | 0.5
CCC(=O)N1C[C@@H](C)[C@@H](OC)CN(C)C(=O)c2cc(NS(C)(=O)=O)ccc2OC[C@@H]1C | -1.9

Part of the list above in order of count of non-hydrogen atoms, rising.
Structure | BioA inh
O=C(C[C@@H]1C=C[C@@H](NC(=O)CN2CCOCC2)[C@H](CO)O1)NC1CCCCC1 | 6.4
CC(=O)N(C)C[C@H]1Oc2ncc(C3=CCCC3)cc2C(=O)N([C@@H](C)CO)C[C@@H]1C | -1.9
CO[C@@H]1CN(C)C(=O)c2cc(NC(=O)NC3CCCCC3)ccc2OC[C@H](C)NC[C@H]1C | 4.1
CCC(=O)Nc1ccc2c(c1)OC[C@@H](C)N(C(=O)c1cnccn1)C[C@H](C)[C@H](OC)CN(C)C2=O | -0.2

Remaining list, next part
Structure | BioA inh
O=C(C[C@H]1C=C[C@H](NC(=O)Nc2ccccc2F)[C@H](CO)O1)NCc1ccc(F)cc1 | -4.7
O=C(C[C@@H]1CC[C@@H]2[C@H](COC[C@@H](O)CN2Cc2ccc(Oc3ccccc3)cc2)O1)N1CCN(c2ccccc2)CC1 | 0.1
CC(C)CC#Cc1cnc2c(c1)C(=O)N([C@H](C)CO)C[C@@H](C)[C@@H](CN(C)Cc1ccc(F)cc1)O2 | 1.4
COc1cccc(-c2ccc3c(c2)O[C@@H](CN(C)C(=O)c2ccccc2F)[C@@H](C)CN([C@H](C)CO)S3(=O)=O)c1 | -1.8
C[C@H](CO)N1C[C@H](C)[C@@H](CN(C)C(=O)c2cnccn2)Oc2ncc(/C=C/c3ccccc3)cc2C1=O | 1.1
OC[C@@H]1[C@H](c2ccc(-c3cccc(F)c3)cc2)[C@@H]2CN(CCC(F)(F)F)CCCCN12 | 7.8
